DAX1 inh-1 – inhibitors of DAX1 repression of SF-1 activated StAR promoter; inhibition, % at 6.8 µM; hit rate 1.1% among 370,000; HEK293T StAR-luciferase reporter, SF-1/DAX-1 repression relief; AID 652010;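 active = inhibition above the mean over all tested compounds plus 3 SD, cut at about 3.6% in these data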;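 note: 0% = DAX-1 cells with DMSO and 100% = cells lacking DAX-1 with DMSO; higher inhibition means more luminescence from relief of DAX-1 repression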
ssDAF-12 act – S. stercoralis DAF-12 activation, primary screen | activation, % at 6.8 µM | hit rate 1% among 370,000 | HEK293 ssDAF-12/GRIP1 lit1-tk-luc reporter, luminescence; % of 3 µM dafachronic acid response | AID 652126;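 active = activation above the mean over all tested compounds plus 3 SD, cut at about 0.9% in these data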;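 note: 0% = DMSO-only wells and 100% = 3 µM delta7-dafachronic acid wells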
DAX1 inh-2 – inhibitors of human orphan nuclear receptor DAX1 (NR0B1); hit rate 0.99% among 340,000; inhibition, % at 6.75 µM; AID 504766; P51843; HEK293 Gal4-DAX1 luciferase reporter, luminescence;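 active = inhibition above the mean over all tested compounds plus 3 SD, cut at about 4.2% in these data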;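 note: 0% = DAX1-transfected cells with DMSO and 100% = empty-vector control cells with DMSO; inhibition shows as a rise in luminescence from relieved DAX1 repression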
Target sequence (P51843 207-470 limits assumed): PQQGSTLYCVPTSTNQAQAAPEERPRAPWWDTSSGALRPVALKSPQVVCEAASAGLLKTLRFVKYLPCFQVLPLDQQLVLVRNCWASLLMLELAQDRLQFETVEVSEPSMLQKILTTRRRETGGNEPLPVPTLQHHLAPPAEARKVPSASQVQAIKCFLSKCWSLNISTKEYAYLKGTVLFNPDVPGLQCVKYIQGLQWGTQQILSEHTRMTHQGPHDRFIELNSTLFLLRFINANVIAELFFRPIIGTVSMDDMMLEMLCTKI
ADAM17 inh – ADAM17 inhibition, QFRET primary screen; recombinant ADAM17, EDANS/DABCYL FRET peptide cleavage; inhibition, % at 6.95 µM; hit rate 0.83% among 370,000; P78536;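 active = inhibition above the mean of compounds lying between control limits plus 3 SD, set per campaign, cut at about 8.5% in these data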;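 note: 0% = DMSO-only wells as the low control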
Target sequence (P78536 215-824 limits assumed): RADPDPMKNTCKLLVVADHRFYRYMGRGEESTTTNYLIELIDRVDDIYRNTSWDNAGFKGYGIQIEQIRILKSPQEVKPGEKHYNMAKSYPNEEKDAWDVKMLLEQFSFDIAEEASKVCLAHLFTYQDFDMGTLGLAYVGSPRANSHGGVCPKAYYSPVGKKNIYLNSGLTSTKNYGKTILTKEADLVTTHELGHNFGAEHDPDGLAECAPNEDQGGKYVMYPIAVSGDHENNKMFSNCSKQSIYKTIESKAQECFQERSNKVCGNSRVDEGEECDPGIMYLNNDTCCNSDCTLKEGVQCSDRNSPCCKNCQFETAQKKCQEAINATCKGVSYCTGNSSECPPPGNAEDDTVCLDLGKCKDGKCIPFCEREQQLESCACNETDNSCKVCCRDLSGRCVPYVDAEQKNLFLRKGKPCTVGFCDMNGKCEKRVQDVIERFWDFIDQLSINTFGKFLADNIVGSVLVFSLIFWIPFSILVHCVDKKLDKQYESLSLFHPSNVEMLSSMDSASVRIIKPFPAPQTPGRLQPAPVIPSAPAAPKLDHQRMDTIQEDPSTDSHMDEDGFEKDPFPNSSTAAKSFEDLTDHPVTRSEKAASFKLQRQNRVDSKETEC
PLC-beta3 inh – PLC-beta3 (human) inhibition, primary screen; Q01970; Purified PLC-beta3, fluorogenic substrate, fluorescence; inhibition, % at 12.2 µM; hit rate 0.18% among 370,000; AID 720704; in the data active = inhibition above about 11%;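 note: 0% = median of compound wells on plate and 100% = full blocker control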
PLCg1 inh – blocks human PLC-gamma1 enzyme activity; purified PLC-gamma1, fluorogenic substrate, fluorescence; inhibition, % at 12.2 µM; hit rate 0.84% among 370,000; AID 720700; in the data active = inhibition above about 9.5%
hcDAF-12 act – activates DAF-12 receptor from parasite H. contortus | hit rate 1.4% among 370,000 | activation, % at 6.8 µM | HEK293 hcDAF-12 lit1-tk-luc reporter, luminescence; 0% DMSO, 100% Δ7-dafachronic acid | AID 652067;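 active = activation above the mean of all tested compounds plus 3 SD, cut at about 5.5% in these data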;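 note: 100% = response to 3 µM Δ7-dafachronic acid high control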
HGIII-sPLA2 inh – Inhibits HGIII-sPLA2 liposome hydrolysis, primary screen; AID 743126; Q9NZ20; inhibition, % at 12.2 µM; hit rate 0.56% among 370,000; QFRET BODIPY PC-A2 liposome hydrolysis, fluorescence;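 active = inhibition above mean plus 3 SD of compounds lying within the high and low control bounds, cut at about 19% in these data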;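 note: 0% = median of test compound wells and 100% = no enzyme DMSO wells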
FXN GAA850 act – increases GAA850 frataxin promoter reporter activity; activation, % at 6 µM; HEK293 lucGAA850 FXN promoter luciferase reporter, 24 h; percent of 10 µM SAHA response; hit rate 0.56% among 360,000; AID 540364;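 active = activation above the average of all compounds screened plus 3 SD, cutoff fixed separately per campaign, cut at about 7.5% in these data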;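 note: 0% = DMSO wells and 100% = 10 µM SAHA wells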
ADAM10 inh – ADAM10 inhibition, QFRET primary screen; recombinant ADAM10, EDANS/DABCYL FRET peptide cleavage, 3 h; O14672; hit rate 0.62% among 370,000; inhibition, % at 7 µM; AID 720582;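 active = inhibition above a per-campaign cutoff equal to the mean of compounds falling between control-based bounds plus 3 SD, cut at about 20% in these data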;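 note: 0% = DMSO wells while the 100% control is not disclosed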
hgDAF-12 ag – agonists of H. glycines DAF-12 nuclear receptor; HEK293 GAL4-hgDAF12 UAS-luciferase reporter, agonist luminescence; normalized to butyrate control; activation, % at 6.8 µM; hit rate 1.8% among 370,000; AID 687014;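 active = activation above a cutoff set at the mean of all screened compounds plus 3 SD, cut at about 10% in these data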;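 note: 0% = DMSO wells and 100% = sodium butyrate wells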
An asterisk follows results filed as active; . = not tested or not shown.

SMILES	DAX1 inh-1	ssDAF-12 act	DAX1 inh-2	ADAM17 inh	PLC-beta3 inh	PLCg1 inh	hcDAF-12 act	HGIII-sPLA2 inh	FXN GAA850 act	ADAM10 inh	hgDAF-12 ag
COCc1cc(=O)n2[nH]cc(-c3ccsc3)c2n1	0.0	-0.7	2.5	-32	-169	-136	-0.8	0	0.2	-90	0.6
CCc1nc(NCCCCCO)c2nnn(Cc3ccccc3F)c2n1	0.1	-1.5	-0.1	0	1	0	-2.8	-2	3.3	-2	-0.8
CC1(C)CC(=O)C2=C(C1)OC(N)=C([N+](=O)[O-])C2c1cccs1 (configuration not stated)	1.0	-1.4	-0.1	2	0	0	-1.2	11	-1.0	-12	4.9
Cc1nc2cc(O)ccc2n1C	-0.1	-1.3	-0.8	-3	3	-1	0.8	4	0.2	-8	0.8
Cc1ccc(CCNc2ccccc2)c[n+]1[O-]	-0.2	-1.0	1.8	-3	2	0	1.2	1	-1.6	-9	1.9
COc1ccccc1C(=O)N=C1SC2CS(=O)(=O)CC2N1c1ccccc1 (configuration not stated)	0.0	-1.0	1.2	-3	-8	1	-0.4	7	2.8	2	1.6
CCOc1ccc(N/C=C/C(=O)c2ccccc2)cc1	3.5	0.4	-2.9	-5	-19	-18	5.2	-18	-0.8	-8	5.8
COc1cc(CN(C)C(=O)C(=O)c2c[nH]c3ccccc23)ccc1O	-0.4	-0.7	-0.9	-2	1	4	1.9	-16	1.4	-3	-2.7
COc1ccc(NC(=O)CSc2nc(C)cs2)cc1	1.7	-0.8	0.9	-7	-8	1	0.7	4	-0.1	-8	2.3
CC(C)(C)NC(=O)NC(=O)COC(=O)c1ccc2c(c1)S(=O)(=O)N=C1CCCCCN12	0.3	-0.4	-0.5	-1	4	5	0.3	-5	-0.2	5	3.5
c1coc(CNc2ncnc3sc4c(c23)CCCCC4)c1	-0.8	-1.5	0.1	1	-1	0	-1.1	-5	1.6	0	0.3
CC1CC1C(=O)OCC(=O)Nc1cc(S(=O)(=O)N2CCCCC2)ccc1Cl (configuration not stated)	0.0	-0.7	0.2	-3	-5	0	1.6	-6	1.7	-8	-0.4
CCOC(=O)C1=CCC(c2ccc(C)cc2)N(S(=O)(=O)c2ccc(C)cc2)C1 (configuration not stated)	-1.8	-0.7	.	3	-9	-1	-2.2	-2	.	-19	0.7
CC(CCc1ccco1)NC(=O)Cn1nc(Cc2ccncc2)c2ccccc2c1=O (configuration not stated)	0.6	-0.7	1.9	0	1	2	0.1	-2	-0.7	-4	3.5
Cc1c(OCC(=O)N2CCN(c3ccccc3)CC2)ccc2c3c(c(=O)oc12)CCCC3	-0.8	-1.3	0.4	-1	-10	-4	0.2	2	-0.5	-8	0.0
COc1cc(OC)cc(C(=O)NNC(=O)C(CCC(N)=O)NS(=O)(=O)c2ccc(Cl)cc2)c1 (configuration not stated)	1.3	-1.1	-0.2	-2	-4	-1	0.2	-6	-0.5	-5	-0.1
COc1ccc(OCCCCc2c(C)n[nH]c2C)cc1	-0.6	-1.7	-0.1	3	-1	3	-0.9	-6	1.3	-3	-0.3
COc1ccc(C)cc1NC(=O)COC(=O)c1c(-c2ccccc2)noc1C	-0.9	-1.6	-1.5	-1	1	0	-2.0	-4	-0.2	-4	-1.4
Cc1nnc(NC(=O)C2CC(=O)N(Cc3ccccc3)C2)s1 (configuration not stated)	2.4	-1.0	0.1	-2	0	3	-1.8	2	2.3	3	1.8
O=[N+]([O-])c1cc(C(F)(F)F)cc([N+](=O)[O-])c1NCCNC(=S)Nc1cccc(F)c1	0.5	-1.0	0.0	1	-8	-2	-1.2	11	-0.9	5	0.6

3 compounds out of the list, ordered by heavy-atom count, rising:
SMILES	DAX1 inh-1	ssDAF-12 act	DAX1 inh-2	ADAM17 inh	PLC-beta3 inh	PLCg1 inh	hcDAF-12 act	HGIII-sPLA2 inh	FXN GAA850 act	ADAM10 inh	hgDAF-12 ag
CCOc1ccc(N/C=C/C(=O)c2ccccc2)cc1	3.5	0.4	-2.9	-5	-19	-18	5.2	-18	-0.8	-8	5.8
CCOC(=O)C1=CCC(c2ccc(C)cc2)N(S(=O)(=O)c2ccc(C)cc2)C1 (configuration not stated)	-1.8	-0.7	.	3	-9	-1	-2.2	-2	.	-19	0.7
CC(CCc1ccco1)NC(=O)Cn1nc(Cc2ccncc2)c2ccccc2c1=O (configuration not stated)	0.6	-0.7	1.9	0	1	2	0.1	-2	-0.7	-4	3.5

(list continues)
SMILES	DAX1 inh-1	ssDAF-12 act	DAX1 inh-2	ADAM17 inh	PLC-beta3 inh	PLCg1 inh	hcDAF-12 act	HGIII-sPLA2 inh	FXN GAA850 act	ADAM10 inh	hgDAF-12 ag
O=C(COC(=O)c1ccc2c(c1)OCO2)Nc1cccc(F)c1	-0.8	-0.8	0.1	-3	2	2	-0.3	1	-0.7	-7	-0.1
CC(C)N(c1ccccc1)c1ccc(NC(=O)COC(=O)CCN2C(=O)c3cccc([N+](=O)[O-])c3C2=O)cc1	-0.5	-1.1	-0.6	8.7*	2	4	-1.0	-3	0.8	11	-2.1
CCN1C(=O)C(=CC=CN(C)c2ccccc2)SC1=S	2.4	-0.1	4.7*	-2	-5	-1	0.2	-3	2.7	-18	6.5
Cc1cc(C)n(Cc2ccc(C(=O)Nc3ccc(Br)cc3C)o2)n1	-0.2	-1.6	-2.5	-2	-3	1	0.0	3	2.7	2	0.9
Cc1ccc(CCN2CC(C(=O)NC3CCCC3)CC2=O)cc1 (configuration not stated)	0.0	-0.9	1.8	-5	2	-4	-0.4	2	-1.1	-4	-0.7
CN(Cc1ccccc1F)C(=O)C1CCCN(c2ncccn2)C1 (configuration not stated)	-0.8	-1.0	.	-10	-13	-9	-1.8	10	.	-28	2.6
O=C(Cc1ccc(F)cc1)Nc1nc(-c2ccc(F)c(F)c2)cs1	-0.5	-2.0	-0.7	2	0	2	-1.4	-13	-1.3	6	-3.4
O=C(O)c1ccccc1OCCN1CCCC1=O	0.2	-0.6	1.4	2	-8	6	0.1	-1	-0.2	4	-0.9
CCOC(=O)CC1=NN(c2ccccc2)C(=O)C1	-0.6	-1.3	0.5	-1	-24	-25	-1.1	-9	3.3	-2	1.3
CC1=C(C#N)C(c2ccc(O)cc2)C(C#N)=C(C)N1	-0.1	0.5	2.1	-5	-25	-13	-0.3	-18	0.8	-26	2.2
O=c1cc(O)sc2ccccc12	1.0	-0.2	0.0	0	-4	-3	0.7	-4	0.8	-4	1.9
COc1ccccc1C1=NOC(C)(c2nnc(Cc3ccccc3)o2)C1 (configuration not stated)	0.0	-0.9	0.1	-1	4	2	-0.5	4	0.4	1	0.5
COC(=O)CCCC(=O)NC1CC(C)(C)Cc2c1cnn2-c1ccc(C)cc1 (configuration not stated)	0.0	-1.1	-0.7	-5	-7	6	0.6	9	0.9	-11	0.7
CC(C)=C(NC(=O)c1ccccc1)C(N)=O	0.6	-1.3	3.1	-6	-5	0	-0.3	1	0.5	-6	0.1
CCOC(=O)Cn1nnnc1CN(Cc1cccs1)Cc1cc2cc(C)cc(C)c2[nH]c1=O	0.5	-2.1	0.9	-20	-62	-43	-0.7	-10	-2.6	-80	-0.1
Cc1ccc(NC(=O)CSc2cccc3cccnc23)c(C)c1	-0.2	-0.3	0.5	-45	-73	-60	-0.7	-8	0.6	-200	-2.6
COc1ccccc1C(=O)N/C(=C/c1ccc2c(c1)OCO2)C(=O)Nc1cccc(C(=O)O)c1	-0.1	-0.6	-0.2	0	-18	-3	-1.3	-2	1.4	-6	-0.5
N#CCSc1nc2ccccc2c(=O)n1CCCC(=O)NCC1CCCO1 (configuration not stated)	-0.6	-1.4	0.9	-2	-5	-1	-1.0	-3	3.4	-5	-0.7
Cc1nn(Cc2ccc(C(=O)n3cccn3)o2)c(C)c1Br	0.1	0.1	0.2	-3	-2	1	-0.2	5	-0.6	0	-0.5
CC(OC(=O)c1ccc(S(=O)(=O)NCc2ccco2)cc1)C(=O)Nc1ncc(Cl)cc1Cl (configuration not stated)	-0.3	-1.3	1.5	-4	-3	-2	-0.3	-21	0.9	-10	-1.9
Cc1nn(-c2ccccc2)c(Cl)c1C(=O)OC(C)C(=O)Nc1ccc2c(c1)OCO2 (configuration not stated)	-1.1	-1.0	-0.3	-1	0	-8	-2.5	-10	1.3	1	-2.3
CCOc1cc(C(=O)NC(C)C2CCCO2)cc(OCC)c1OCC (configuration not stated)	-0.2	-1.7	0.1	-4	-7	-3	-2.1	1	0.4	-1	-4.8
COc1cccc(CNC(=O)CN2C(=O)COc3ccc(S(=O)(=O)N4CCCCCC4)cc32)c1	0.3	-1.0	-0.7	-4	-6	1	-3.1	0	-0.3	1	1.5
Cc1nc(SCC(=O)NCc2ccco2)c2c3c(sc2n1)CCCC3	-0.2	-1.6	-0.6	-5	-2	0	-2.4	-3	-0.7	-10	0.7

Structural class, the compounds so far with bromine (2)
SMILES	DAX1 inh-1	ssDAF-12 act	DAX1 inh-2	ADAM17 inh	PLC-beta3 inh	PLCg1 inh	hcDAF-12 act	HGIII-sPLA2 inh	FXN GAA850 act	ADAM10 inh	hgDAF-12 ag
Cc1cc(C)n(Cc2ccc(C(=O)Nc3ccc(Br)cc3C)o2)n1	-0.2	-1.6	-2.5	-2	-3	1	0.0	3	2.7	2	0.9
Cc1nn(Cc2ccc(C(=O)n3cccn3)o2)c(C)c1Br	0.1	0.1	0.2	-3	-2	1	-0.2	5	-0.6	0	-0.5

Compound activity: PubChem, The Scripps Research Institute Molecular Screening Center

No enrichment for hits; overall some 6.9% were active at least once.
